NPC1 promoter act = activates the NPC1 promoter. Huh7 NPC1 promoter luciferase reporter, 24 h. Potency, µM (top dose mostly 9.22 µM), inactives show at the highest dose activation, hits mostly activators. 2.4% of 320,000 active;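 further: potency means the concentration at half of the fitted maximal effect; % of control where 0% means no effect; nearly all actives have a fitted effect of over 60% in size; reporter is driven by a mutant NPC1 promoter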
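Luminescence read-out of NPC1 promoter-driven luciferase in stably transfected Huh7 cells; compounds delivered in DMSO and left 24 h at 37C, 5% CO2, qHTS titration format.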
Menin MLL FP TR = menin-MLL binding inhibition, Texas Red mutant peptide; Menin + Texas Red MLL mutant peptide, fluorescence polarization; 0.23% of 270,000 active; Potency, µM (titrated, usually from 61.6 µM), inactives show at the top dose FP activity change, negative = inhibition, hits mostly inhibitors; active means well fitted inhibition curve with a large enough effect in the polarisation, with a control signal flat, not every such curve was filed as active; inconclusive means small, poorly fitted or top-dose-only effect, or effect the other way, or a change in a side signal; inactive means no such curve, though single readings can be large or run the other way; the % refers to the polarisation; further: potency means the concentration at half of the fitted maximal effect; % of control where 0% means no effect; many of its hits are not listed in these tables
PKM2 activator = PKM2 (human) enzyme activation; purified PKM2, Kinase-Glo ATP luminescence, activation; response scale: 0% is enzyme alone, no compound; 0.34% of 260,000 active; P14618; Potency, µM (top dose mostly 57.5 µM), without a hit: at the top dose activation, most hits filed as activators; further: potency means the concentration at half of the fitted maximal effect; on the % scale 0 is the no-effect control and ±100 the full control effect; nearly all actives have a fitted effect of over 55% in size
Target sequence (P14618 whole entry, looked up): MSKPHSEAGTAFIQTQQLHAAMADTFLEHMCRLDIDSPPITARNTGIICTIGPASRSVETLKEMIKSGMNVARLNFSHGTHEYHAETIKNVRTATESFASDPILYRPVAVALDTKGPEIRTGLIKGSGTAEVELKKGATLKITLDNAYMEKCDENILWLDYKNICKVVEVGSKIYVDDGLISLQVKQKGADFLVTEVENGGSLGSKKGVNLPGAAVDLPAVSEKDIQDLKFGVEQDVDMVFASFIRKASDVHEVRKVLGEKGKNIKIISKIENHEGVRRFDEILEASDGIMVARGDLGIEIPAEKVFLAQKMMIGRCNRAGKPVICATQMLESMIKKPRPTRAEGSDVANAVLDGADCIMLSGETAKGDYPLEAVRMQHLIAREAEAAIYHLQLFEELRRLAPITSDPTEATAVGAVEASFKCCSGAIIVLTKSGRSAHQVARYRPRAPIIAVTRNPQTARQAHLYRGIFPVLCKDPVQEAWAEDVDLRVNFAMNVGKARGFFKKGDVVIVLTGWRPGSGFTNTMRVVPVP
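Kinase-Glo luminescence reports ATP generated from ADP (0.1 mM) and PEP (0.5 mM) by purified hPK-M2 after 1 h at room temperature, pH 7.2 imidazole buffer; intermediate enzyme activity allows detecting inhibitors and activators.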
Mito fusion act = inhibitors of mitochondrial division or activators of mitochondrial fusion; Potency, µM (titrated, usually from 46.1 µM), for inactives: at the highest dose growth rescue (activation), most hits filed as activators; 0.23% of 320,000 active; S. cerevisiae fusion-defective mutant growth rescue, CellTiterGlo 48 h;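 further: potency means the concentration at half of the fitted maximal effect; % of control where 0% means no effect; nearly all actives have a fitted effect of over 45% in size; temperature-sensitive fusion mutants such as fzo1-1 at 37 °C on non-fermentable ethanol glycerol medium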
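Read-out: ATP-based luminescence (CellTiterGlo, 10 min ambient) reporting growth of fusion-defective ts yeast after 48 hours at 37C on glycerol/ethanol YPEG medium in the presence of compound.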
Gal4-VP16 FLuc = inhibits Gal4-VP16 luciferase reporter, ROR gamma counter-screen. Drosophila S2 Gal4-VP16 UAS-luciferase, luminescence, 20 h. Potency, µM (series often up to 53.6 µM), for inactives: top-dose activity, negative = inhibition, usual class: inhibitors. 3.5% of 310,000 active. AID 2546;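 further: Gal4-VP16 expression switched on by copper sulfate through the metallothionein promoter; potency means the concentration at half of the fitted maximal effect; on the % scale 0 is the no-effect control and ±100 the full control effect; nearly all actives have a fitted effect of over 50% in size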
FLuc counter = counter-screen for miR-21 project: firefly luciferase inhibitors or activators; AID 588342; Potency, µM (doses to about 57.5 µM), for inactives: top-dose activity change, negative = inhibition, usual class: inhibitors; purified FLuc, Km substrates, luminescence inhibition; P08659; 6.9% of 360,000 active;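 further: potency means the concentration at half of the fitted maximal effect; plate controls were vehicle for no effect and reference inhibitor for full effect; nearly all actives have a fitted effect of over 55% in size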
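Purified P. pyralis luciferase (10nM final) with 10uM D-luciferin and 10uM ATP (Km levels) in 50mM Tris acetate pH 7.5, 10mM Mg acetate, 0.01% Tween-20, 0.05% BSA; qHTS 6-point titration, ~60 µM downward; luminescence read.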
MBNL1-CUG inh = MBNL1-poly(CUG) RNA binding inhibition. Q9NR56. TR-FRET MBNL1-His/biotin-(CUG)12 binding, 665/545 ratio. Potency, µM (series often up to 57.5 µM), for inactives: at the top dose activity change, negative = inhibition, most hits filed as inhibitors. 0.036% of 280,000 active; active means well fitted inhibition curve with a large enough effect in the signal ratio, with a control signal flat, not every such curve was filed as active; inconclusive means small, poorly fitted or top-dose-only effect, or effect the other way, or a change in a side signal; inactive means no such curve, though single readings can be large or run the other way; the % refers to the signal ratio; further: potency means the concentration at half of the fitted maximal effect; on the % scale 0 is the no-effect control and ±100 the full control effect
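Compound titration spanned 92 nM–58 uM against the MBNL1-His/biotin-(CUG)12 complex. After 60 min at room temperature with 5 nM streptavidin-XL665 and 0.055 ng/ul terbium anti-His, ratiometric 665/545 nm emission (Ex 340 nm) normalized to controls.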
ELG1 repair inh = blocks ELG1-dependent DNA repair in HEK293T cells; HEK293T ELG1-luciferase reporter, luminescence, 16 h; DNA damage induced by 5-fluorouridine; AID 504467; Potency, µM (doses to about 46.1 µM), for inactives: at the highest dose activity change, negative = inhibition, most hits filed as inhibitors; 2.3% of 330,000 active; further: potency means the concentration at half of the fitted maximal effect; on the % scale 0 is the no-effect control and ±100 the full control effect; nearly all actives have a fitted effect of over 55% in size
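DMSO vehicle served as the neutral condition. Each well held 2,000 cells given 5-fluorouridine plus compound; after 16 hr at 37 °C/5% CO2, ONE-Glo was added and luciferase measured 30 min later.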
Rab9 prom act = activators of Rab9 promoter; Huh7 Rab9 promoter-luciferase reporter, luminescence, 24 h; Potency, µM (doses to about 9.22 µM), inactives show at the highest dose activation, negative = inhibition, most hits filed as activators; 2.8% of 320,000 active; AID 485297; further: potency means the concentration at half of the fitted maximal effect; % of control where 0% means no effect; nearly all actives have a fitted effect of over 60% in size
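Cells were plated at 1500 per well in reduced-serum medium with 10% FBS and left 2 h. Compound in DMSO was then added for 24 h at 37 °C. Reporter signal was read by luminescence after 10 min with luciferase detection reagent.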
KCNH2 3.1 inh = KCNH2 3.1 (human) potassium channel inhibition; U2OS KCNH2 3.1, thallium flux FluxOr; active compounds read low; activity change, % (tested at about 1.8 µM); 0.95% of 340,000 active;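 active means maximum activity change below -70%; inconclusive means maximum activity change from -70% to -50%; inactive means maximum activity change above -50%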;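 further: thallium influx rate constant from kinetic fluorescence after stimulation buffer; on the % scale 0 is the no-effect control and ±100 the full control effect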
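Measured as rate of thallium-driven FluxOr signal in transduced U2OS cells carrying the 3.1 channel, read kinetically for 2 min upon stimulation; values are rate constants scaled to DMSO control wells.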
RORgamma inh = blocks mouse ROR gamma transcriptional activity; Drosophila S2 Gal4-RORgamma UAS-luciferase reporter, 20 h; Potency, µM (doses to about 53.6 µM), for the others: top-dose activity change, negative = inhibition, usual class: inhibitors; 5.4% of 310,000 active; further: potency means the concentration at half of the fitted maximal effect; on the % scale 0 is the no-effect control and ±100 the full control effect; nearly all actives have a fitted effect of over 60% in size
Target sequence (P51450 whole entry, looked up, the tested form may be a part): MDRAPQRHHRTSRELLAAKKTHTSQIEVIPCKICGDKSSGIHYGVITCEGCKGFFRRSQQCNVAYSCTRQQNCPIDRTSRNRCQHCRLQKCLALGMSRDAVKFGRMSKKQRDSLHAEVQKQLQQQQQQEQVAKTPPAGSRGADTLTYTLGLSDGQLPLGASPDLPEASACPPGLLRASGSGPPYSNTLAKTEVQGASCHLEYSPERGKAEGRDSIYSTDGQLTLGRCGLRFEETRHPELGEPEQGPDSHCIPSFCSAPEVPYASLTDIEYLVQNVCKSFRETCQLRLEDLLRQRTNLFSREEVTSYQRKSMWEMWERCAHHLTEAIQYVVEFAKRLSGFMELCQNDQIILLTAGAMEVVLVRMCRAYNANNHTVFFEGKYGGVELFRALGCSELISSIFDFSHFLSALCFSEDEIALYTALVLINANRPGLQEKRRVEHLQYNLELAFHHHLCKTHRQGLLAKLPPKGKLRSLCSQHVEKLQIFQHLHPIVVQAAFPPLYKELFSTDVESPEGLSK
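Compounds are pin-transferred onto Drosophila Schneider cells expressing a copper-inducible Gal4–ROR gamma transactivation domain fusion. After 1 hr, copper sulfate is added to 700 uM final; luciferase is read 20 hr later.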
An asterisk follows results filed as active; ? = inconclusive; · = no result given; & = joins results of further samples; [ ] = remark or other dose. Unless noted, the call rests on the fitted dose curve; in most records, active means well fitted curve in the direction sought with a large enough effect; inconclusive means small, poorly fitted or top-dose-only effect, or another doubt; inactive means no such curve, though single readings can be large; an effect the other way counts as inactive or inconclusive. The list is partial; count on the stated rates, not on these rows.

SMILES	NPC1 promoter act	Menin MLL FP TR	PKM2 activator	Mito fusion act	Gal4-VP16 FLuc	FLuc counter	MBNL1-CUG inh	ELG1 repair inh	Rab9 prom act	KCNH2 3.1 inh	RORgamma inh
O=C(Cn1nc(-c2ccccc2)c2ccccc2c1=O)Nc1ccc(O)cc1	0%	·	0%	11%	-10%	-2%	-4%	1%	-2%	-1	39%
COCC(C)OC(=O)c1c(N)n(-c2ccc(OC)c(OC)c2)c2nc3ccccc3nc12 (stereo unspecified)	-6%	·	-3%	0%	-1%	-2%	·	-9%	3%	-1	0%
O=C(CCC(=O)c1ccc(F)cc1)Nc1cccc(Br)c1	1%	-17%	·	7%	0%	-5%	1%	8%	-3%[1.84 µM]	-18	-2%
Cc1ccc(NC(=O)CN2CCC3(O)CCCCC3C2c2ccc3c(c2)OCO3)c(C)c1 (stereo unspecified)	1%	-9%	-1%	-7%	5%	8%	-9%	-27%	-1%	-8	-12%
COc1cc(NC(=O)CSc2nc3ccccc3cc2Cc2ccccc2)cc(OC)c1	-1%	-1%	5%	-2%	-2%	1%	-8%	8%	0%	-17	9%
S=c1nc(C2CCCCC2)[nH][nH]1	2%	-1%	0%	0%	?	4%	-5%	6%	-5%	0	?
Oc1ccccc1/C=N/Nc1cccc2cccnc12	?	?	-15%	-11%	-7%	1.5µM*	5%	?	13%	-3	-1%
CCCCOC(=O)Sc1nc2ccccc2o1	-2%	-7%[11.7 µM]	16%	3%	2%	15µM*	4%	-29%	-11%	3	?
COC(=O)[C@H](Cc1ccccc1)N(C)S(=O)(=O)c1cccc(S(=O)(=O)N(C)[C@@H](Cc2ccccc2)C(=O)OC)c1	0%	6%	-1%	4%	0%	2%	-6%	?	0%	-16	-25%
CC(=O)NCCc1nc2ccccc2n1CCOc1ccccc1	1%	·	2%	-1%	2%	-2%	-12%	6%	0%	0	0%
O=S1(=O)CC/C(=N/Nc2ccc(C(F)(F)F)cn2)c2cc(F)ccc21	-6%	29%	6%	0%	-4%	0%	-3%	?	0%	12	6%
COc1ccc(C(=O)NCC2CCCCC2)cc1S(=O)(=O)N1CCCC1	-5%	·	·	4%	·	-5%	·	4%	1%	8	·
Cc1ccc(CNc2ccc(Cl)cc2[N+](=O)[O-])cc1	21%	24%	1%	3%	11%	?	17%	?	29%	3	30%
COc1ccc(OC)c(C(C(=O)NCc2ccco2)N(C(=O)Cn2nnc3ccccc32)C2CC2)c1 (stereo unspecified)	-1%	-6%	2%	-1%	-2%	-1%	3%	-11%	1%	6	14%
Cc1ccc(O)c(C(=O)c2cc(C#N)c(=O)n(C(C)c3ccccc3)c2)c1 (stereo unspecified)	-4%	-4%	7%	9%	?	-8%	4%	?	-1%	5	-25%
COc1ccccc1C(=O)NC(=S)Nc1ccc(S(=O)(=O)N2CCN(C)CC2)cc1	-2%	-14%	-6%	·	-13%	-4%	-2%[11.5 µM]	?	-1%	3	-3%
Oc1ccc(/C=N/Nc2cc(N3CCCC3)nc(N3CCCC3)n2)cc1	-1%	-22%	0%	-12%	-26%	-9%	13%	1%	1%	-27	3%
CCCOc1ccc(-c2cc(C(F)(F)F)c(C#N)c(SCC(=O)O)n2)cc1	-2%	?	2%	7%	-20%	?	-9%	-19%	-1%	-4	?
Cc1cccc(C)c1NC(=O)CN1CCN(CC(=O)NCC2(N3CCCCC3)CCCCC2)CC1	-1%	·	·	4%	·	·	·	1%	0%	9	·
O=C1CCNCCN1[C@H](CO)c1ccccc1	-2%	-16%	4%	0%	4%	2%	0%	8%	-1%	0	-8%
C[C@H](c1ccccc1)n1nnc(COCc2ccccc2)c1C#CCOCc1ccccc1	-2%	·	-2%	-20%	-3%	7%	-6%	5%	-5%	-1	-19%
CC(C)C[C@H](NC(=O)c1nc[nH]c1C(=O)NCC(=O)OC(C)(C)C)C(=O)OCc1ccccc1	-1%	·	-2%	-21%	18µM*	0%	-3%	-3%	-3%	-18	4µM*
COC(=O)NCC(C)OC(=O)Nc1ccc(Cl)cc1 (stereo unspecified)	-1%	11%	-1%	0%	-14%	3%	19%	?	27%	22	1%
Cc1cc(S(=O)(=O)Nc2ccccc2C)ccc1F	-3%	6%	19%	3%	2%	-2%	-15%	-12%	-5%	16	9%
COc1ccc(CNC(=O)CCS(=O)(=O)c2ccc(Br)cc2)cc1	-2%	6%	1%[0.46 µM]	-9%	1%	?	-3%	0%	0%	-5	0%
FC(F)(F)c1nnc2c3ccccc3c(Cl)nn12	-18%	-2%	4%	-9%	-11%	4%	-1%	?	-4%	-4	-22%
COc1ccc(NC(=O)Cn2cnc3sc(C)c(S(=O)(=O)N4CCN(C)CC4)c3c2=O)cc1OC	-3%	1%	-4%	1%	-8%	0%&-5%	?	11%	-1%	-2	-8%
C=CCn1c(SC(C)C#N)nc2sc(CC)cc2c1=O (stereo unspecified)	0%	-19%	-1%	0%	0%	-9%	-1%	-14%	0%	-9	11%
CC(=O)c1ccc(N2Cc3ccccc3C3(CCOCC3)C2=N)cc1	2%	-23%	-2%	-2%	4%	?	3%	6%	17%	-6	6%
Cc1c(C(=O)NCc2ccccc2CN2CCCC2)oc2ccc(F)cc12	0%	·	·	-3%	·	1%	·	1%	0%	-7	·
Cc1nn(-c2ccccc2)c2c1C1(C(=O)Nc3ccccc31)N1C(=N2)Sc2ccccc21 (stereo unspecified)	5%	-16%	-2%	18µM*	-6%	-1%	10%	?	-6%	-3	?
CCN1CC(CN(C)Cc2nc(Cc3ccccc3)no2)CC1=O (stereo unspecified)	-2%	0%	1%	0%	-2%	-3%	10%	8%	-1%	-10	7%
CNC(=O)/C(=C\C=C\c1ccccc1)NC(=O)c1ccc([N+](=O)[O-])cc1	0%	12%	5%	-4%	-6%[0.365 µM]	-8%	?	?	-2%	-79*	-16%
Cc1onc(-c2c(F)cccc2Cl)c1C(=O)NCc1ccco1	-4%	7%	-1%	-1%	-16%	0%	-8%	2%	-4%	-3	29%
COc1ccc(S(=O)(=O)Nc2ccc(S(=O)(=O)N3CCCCC3)cc2)cc1	-5%	25%	18%	-1%	3%	1%	-6%	-1%	-6%	-5	8%
Cc1ccc(S(=O)(=O)N2CCN(c3ccccc3)CC2)cc1C	8%	-1%	6%	5%	5%	0%	-2%	11%	-2%	7	12%
COc1ccc([C@H]2CC(=O)C=C(c3ccc4c(c3)sc3ccccc34)C2)cc1	0%	·	·	-10%	·	-2%	·	-1%	-6%	·	·
Cc1ccc2c(c1)c(N=Nc1ccc([N+](=O)[O-])cc1)c(O)n2C	9%	-5%	·	-32%	-2%	-2%	-1%	0%	9%	-2	0%
CCC(CC)C(=O)Nc1ccncc1	-2%	0%	-6%	-2%	-1%	3%	-3%	4%	9%	·	0%
COc1ccc(-n2c(C)cc(SC)c(C(C)=O)c2=S)cc1	5%	·	-9%	-1%	-14%	-1%	-18%	24%	-5%	6	26%
O=C(O)CCCN1C(=O)c2cccc3cccc(c23)C1=O	-3%	?	-7%	0%	6%	-1%	?	?	3%	17	11%
O=C1NC(=Nc2ccccc2)c2c1cccc2[N+](=O)[O-]	-2%	-11%	6%	2%	-2%	6%	?	?	-5%	-7	16%
O=C(CCCOc1ccc(Cl)cc1Cl)N/N=C\C1CCCCC1	10%	-4%	6%	2%	-3%	-16%	-10%	-5%	-3%	-8	?
CC(C)(C)C(=O)NC1=NCCS1	-3%	4%	0%	3%	-14%	1%	0%	1%	0%	2	-20%
Cc1ccc(-n2c(C(C)C)nc3oc4ccccc4c(=O)c3c2=O)cc1	14%	·	-2%	2%	-6%	-19%	-3%	?	?	-33	?
C=CCNc1nc2ccccc2nc1NS(=O)(=O)c1ccc(Br)cc1	0%	?	·	26%	-6%	0%	2%	-14%	-3%	2	?
Cc1ccc(N(Cc2ccccc2)C(=O)c2ccc(F)c(S(=O)(=O)N3CCOCC3)c2)cc1	2%	·	·	2%	·	-4%	·	-1%	-1%	-93*	·
COc1ccc(Br)cc1CNC(=O)CCN1C(=O)COc2ccccc21	-1%	-18%	0%	9%	-2%	-1%	-3%	?	0%	-16	6%
CS(=O)(=O)N1CCCC(C(=O)N2CCc3ccccc3C2)C1 (stereo unspecified)	-3%	-11%	-1%	-4%	-4%	-3%	-12%	25%	-1%	9	4%

High-throughput results as filed in PubChem BioAssay.
